High-throughput results from PubChem BioAssay.
PglD inh – blocks C. jejuni PglD acetyltransferase activity. inhibition, % at 12.5 µM. 360,000 compounds, 0.098% hits. purified PglD enzyme, DTNB colorimetric CoA detection; in the data active = inhibition above about 16%, passing the limit was not always enough; inconclusive = no clear call, values can overlap the other calls; also: strong numbers were not always called active
CASP6 VEID inh – blocks human caspase-6 cleavage activity. 350,000 compounds, 0.53% hits. purified caspase-6, Z-VEID-R110 cleavage fluorescence. AID 686996. inhibition, % at 12.5 µM;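 active = mean inhibition across replicates at least about 35%, with every replicate also reaching that limit, limit read from the data; inconclusive = only one of the two criteria met; inactive = neither criterion met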;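 also: 0% = median of neutral control wells and 100% = no fluorescence left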
Target sequence (P55212 24-179 limits assumed): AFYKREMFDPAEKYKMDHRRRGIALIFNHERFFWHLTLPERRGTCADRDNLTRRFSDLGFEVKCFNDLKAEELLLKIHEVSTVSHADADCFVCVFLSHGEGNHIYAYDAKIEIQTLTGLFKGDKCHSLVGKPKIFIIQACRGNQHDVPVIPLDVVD
Target sequence (P55212 194-293 limits assumed): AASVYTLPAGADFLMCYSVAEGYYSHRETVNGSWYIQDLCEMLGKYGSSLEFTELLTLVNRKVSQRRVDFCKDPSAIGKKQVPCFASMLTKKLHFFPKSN
RAD54 branch – inhibitors of human RAD54 branch migration | 360,000 compounds, 0.14% hits | RAD54 Holliday junction branch migration, FAM/BHQ fluorescence | AID 602329 | inhibition, % at 10.4 µM | Q92698;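 active = mean normalized replicate activity at least 40 and at least half of replicates scoring 40 or more; inconclusive = only one of the two criteria met; inactive = mean below 40 and under half of replicates reaching 40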;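 also: 0% = median of neutral control wells and 100% = median of positive control wells; inhibitors cause a drop in the FAM fluorescence signal; in these data hits start at about 50%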
Target sequence (Q92698 whole entry, looked up): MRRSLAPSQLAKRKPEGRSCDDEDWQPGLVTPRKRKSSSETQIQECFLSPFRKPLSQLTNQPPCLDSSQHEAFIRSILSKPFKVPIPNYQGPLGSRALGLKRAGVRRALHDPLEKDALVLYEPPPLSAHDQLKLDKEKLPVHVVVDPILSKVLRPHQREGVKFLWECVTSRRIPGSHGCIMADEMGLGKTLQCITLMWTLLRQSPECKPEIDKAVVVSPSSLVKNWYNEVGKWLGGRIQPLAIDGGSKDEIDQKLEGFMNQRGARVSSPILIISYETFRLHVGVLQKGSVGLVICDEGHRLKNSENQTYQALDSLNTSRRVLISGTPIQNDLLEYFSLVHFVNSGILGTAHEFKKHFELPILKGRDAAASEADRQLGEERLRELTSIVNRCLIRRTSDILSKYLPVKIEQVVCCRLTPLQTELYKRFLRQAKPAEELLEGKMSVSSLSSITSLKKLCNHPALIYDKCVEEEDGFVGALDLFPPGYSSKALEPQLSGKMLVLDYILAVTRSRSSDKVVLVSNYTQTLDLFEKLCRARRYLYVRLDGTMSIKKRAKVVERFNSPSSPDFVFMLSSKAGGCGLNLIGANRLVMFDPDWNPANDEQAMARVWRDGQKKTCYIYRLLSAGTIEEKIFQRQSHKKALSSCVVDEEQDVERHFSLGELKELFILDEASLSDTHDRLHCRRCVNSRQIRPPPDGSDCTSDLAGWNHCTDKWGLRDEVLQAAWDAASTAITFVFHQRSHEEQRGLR
ARNT TACC3 PPI – ARNT/TACC3 interaction disruption | AlphaScreen His-ARNT PAS-B/GST-TACC3 binding, luminescence; TACC3 fragment carries E629A point mutation | inhibition, % at 9.99 µM | AID 623870 | Q9Y6A5 | 390,000 compounds, 0.66% hits;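 active = mean inhibition of replicates at least 50% and at least half of replicates each reaching 50%; inconclusive = half or more replicates reach 50% but mean below 50%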;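 also: 0% = complete ARNT plus TACC3 wells and 100% = ARNT alone without TACC3; many hits fall short of the cut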
E-sel inducer – induces E-selectin expression in human endothelial cells. P16581. 260,000 compounds, 0.37% hits. HUVEC E-selectin immunofluorescence imaging; normalized: neutral wells 0, TNF-alpha wells 100. activation, % at 7.58 µM. AID 686992;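 active = mean E-selectin-positive cell signal at least 10% of the positive control, reached in at least 60% of replicates, without over 20% cell loss; inconclusive = no rule given, readout overlaps actives, possibly toxicity-flagged; inactive = the rest, including those meeting only one limit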;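 also: in these data hits start at about 27%; measured in HUVEC primary endothelial cells; signal is the percent of cells scored E-selectin positive by PE staining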
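material = human umbilical vein endothelial cells (HUVEC), E-selectin induction | quantity = 3,000 cells/well | medium = EGM-2 growth medium on 0.1% gelatin-coated wells | technique = immunofluorescence imaging | read-out basis = % PE-positive cells | control set = TNF-alpha positive control, DMSO neutral control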
RAD52 anneal inh – blocks human RAD52 DNA annealing; recombinant RAD52 DNA annealing, FRET fluorescence; inhibition, % at 18.7 µM; 360,000 compounds, 0.46% hits; AID 651710;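 active = every replicate showing at least 50% inhibition; inconclusive = mean inhibition at least 50% but not in every replicate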
ERp5 block – ERp5 (human) disulfide isomerase inhibition. Q15084. ERp5 insulin aggregation, absorbance 650 nm, 90 min. inhibition, % at 9.99 µM. 350,000 compounds, 0.05% hits. AID 651711;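 active = mean replicate inhibition above about 25%, with every replicate also reaching it, limit read from the data, passing the limit was not always enough; inconclusive = only one of those two criteria met; inactive = neither criterion met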
esBAF inh – blocks esBAF chromatin remodeling in mouse ES cells; Bmi1-luciferase knock-in reporter, 24 h; 100% = twice the neutral-well signal; reporter increase, % at 12.5 µM; 350,000 compounds, 2% hits; in the data active = activation above about 40%; inconclusive = no clear call, values can overlap the other calls;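 also: 0% = median of the plate's neutral control wells and 100% = double that signal; a rise in the Bmi1 reporter signal indicates esBAF inhibition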
Numbers without * were called inactive; ? = inconclusive; · = no result given. No enrichment for hits. About 3.2% of those tested had a hit in this group.

SMILES	PglD inh	CASP6 VEID inh	RAD54 branch	ARNT TACC3 PPI	E-sel inducer	RAD52 anneal inh	ERp5 block	esBAF inh
CC(=O)N(C)C[C@H]1Oc2cc(C#CC3(O)CCCC3)ccc2S(=O)(=O)N([C@H](C)CO)C[C@@H]1C	2	-4	-1	-7	-0.4	0	-7	3
O=C(NNS(=O)(=O)c1c(F)cc(F)c(Cl)c1F)C12CC3CC(CC(C3)C1)C2	0	1	5	·	-0.2	-10	0	4
C[C@H](CO)N1C[C@H](C)[C@@H](CN(C)C(=O)C2CCC2)Oc2ncc(-c3cccc(C#N)c3)cc2C1=O	-4	2	9	-7	1.1	-3	-3	-5
CC(=O)c1cccc(NC(=O)C(C)OC(=O)Cc2n[nH]c(=O)c3ccccc23)c1 (centres undefined)	11	0	-4	-2	-0.1	-12	5	·
Cc1noc(C)c1NC(=O)Nc1ccc2c(c1)C(=O)N(C)[C@H]1CC[C@@H](CC(=O)N(C)C)O[C@@H]1CO2	-1	4	3	22	-0.1	2	3	-2
CC1CCOC2(O1)C(=O)Nc1ccccc12 (centres undefined)	·	-2	·	-6	1.5	-9	-9	·
COc1ccc(N=C2SC(CC(=O)Nc3ccccc3)C(=O)N2CC2CCCO2)cc1 (centres undefined)	-3	·	8	0	·	·	·	5
O=C(NC1CCCCCC1)c1cc(S(=O)(=O)N2CCCCC2)ccc1N1CCOCC1	-2	1	4	-15	1.1	-3	?	-40
COc1ccc(C(=O)O)cc1S(=O)(=O)N1CCN(c2ccccn2)CC1	1	3	-6	-5	0.1	-11	0	-4
CCC(=O)N1CC2(C1)CN(Cc1cccc(OC)c1)[C@H](CO)c1[nH]c3cc(OC)ccc3c12	·	0	·	·	-0.3	-49	1	·
COc1ccc(CN(CCCn2cnc3c(OC)ncnc32)CCCn2cnc3c(OC)ncnc32)cc1	1	-4	-4	·	0.0	-7	5	-1
CCC(=O)N(C)C[C@H]1Oc2ncc(C#CC(C)(C)O)cc2C(=O)N([C@H](C)CO)C[C@@H]1C	1	1	-10	-11	0.7	-9	-3	5
CCCCn1c(O)c(C(CC)=Nc2ccc3c(c2)CCC3)c(=O)[nH]c1=O	4	·	0	-1	·	·	·	-4
CCOC(=O)c1c(-c2ccc(C)o2)csc1NC(=O)CSc1nncs1	2	·	-14	-2	·	·	·	-10
CCOc1ccccc1Nc1nnc(SCC(=O)NCC2CCCO2)s1 (centres undefined)	·	-1	·	·	-0.3	-14	0	-5
Cc1ccccc1S(=O)(=O)N1C[C@H](O)COC[C@H]2O[C@@H](CC(=O)O)CC[C@@H]21	-1	2	5	-3	-0.1	10	-3	1
O=C(O)CC1(CC(=O)Nc2cc3ccccc3cn2)CCCCC1	2	1	2	·	1.7	-5	-2	·
C[C@H](CO)N1C[C@H](C)[C@@H](CN(C)C(=O)c2ccccc2)OCCCC[C@H](C)Oc2ccc(NC(=O)C3CCCCC3)cc2C1=O	-4	-3	-27	-12	0.1	0	-1	0
CC(C)NC(=O)N(C)C[C@@H]1OCCCC[C@H](C)Oc2ccc(NC(=O)Nc3ccc(F)cc3)cc2C(=O)N([C@@H](C)CO)C[C@H]1C	3	-2	-8	-3	1.2	-9	-2	-1
CCSc1n[nH]c2nc3c(c(=O)n12)C1(CCCCC1)Cc1ccccc1-3	-5	-5	-6	0	-1.2	-3	3	-7
N#C[C@@H]1[C@H](c2ccc(C#CCC3CCCC3)cc2)[C@H](CO)N1C(=O)CN1CCOCC1	1	-2	-15	-7	-0.4	-24	-2	11
Fc1ccc2c(-c3cccc(C(F)(F)F)c3)c(-c3ccccc3)ncc2c1	-2	-4	-4	2	-0.2	-52	2	·
CCn1c(=O)c(C(=O)CN2CCc3ccccc32)c(N)n(Cc2ccccc2)c1=O	·	0	·	3	11	-20	3	·
CCC(=O)Nc1cccc(-n2nnnc2SCC(=O)NCc2ccco2)c1	7	1	-1	0	·	-5	4	19
COC(=O)[C@@]12C[C@@H](CC(=O)NCc3ccccc3)C(=O)N(Cc3ccc4c(c3)OCO4)C1=CCC(C)(C)C2	·	2	·	·	0.1	2	-4	·

(more compounds)
SMILES	PglD inh	CASP6 VEID inh	RAD54 branch	ARNT TACC3 PPI	E-sel inducer	RAD52 anneal inh	ERp5 block	esBAF inh
CCN1C(=O)[C@H]2[C@@H](c3ccc(C)cc3)N3C(=O)N(c4ccc(C(F)(F)F)cc4)C(=O)[C@@]3(CC(C)C)[C@H]2C1=O	1	1	3	0	·	-74	3	2
COc1cc(C(=O)OCC(=O)NC(=O)C2CCCCC2)ccc1OC(F)F	1	4	5	-12	·	-6	3	-8
CCCn1nc(C(=O)Nc2ccc(N3CCOCC3)cc2)c2ccccc2c1=O	-3	-1	6	-4	-0.5	-9	0	3
CCOc1ccc(N=Nc2c(=O)[nH]n3c(C)cc(C)nc23)cc1	·	0	·	1	·	-12	-1	·
O=C(Nc1ncc(Cc2ccccc2Cl)s1)C1=NCCN1	·	-2	·	1	·	-17	-3	·
O=[N+]([O-])c1ccc(CN2C=NS(=O)(=O)c3ccccc32)cc1	·	-2	·	5	1.3	-7	-6	·
COCCn1c(N)c(N(Cc2ccccc2)C(=O)C(C)Oc2ccc(Br)cc2)c(=O)[nH]c1=O (centres undefined)	10	-4	0	·	0.1	-5	-3	-1
CC1C(=O)N2CCCc3cc(NC(=O)C(=O)NCc4ccccn4)cc1c32 (centres undefined)	0	3	14	4	·	-4	-2	·
CCOC(=O)c1c(S(=O)(=O)NCc2ccco2)c(C)n(C)c1C	-2	-1	-4	1	·	-5	4	-3
Cc1cccc2sc(NC(=O)CSc3nnnn3C)nc12	-7	0	1	7	-0.1	-16	-11	·
COc1ccc(-c2cc(NC=O)c3ncc(-c4cccc(C(F)(F)F)c4)n3c2)c(OC)c1	-2	-1	-4	·	0.0	-41	-10	-5
Cc1cccc(-c2ccc([C@H]3[C@H]4CN(S(=O)(=O)c5ccccc5F)CCCCN4[C@H]3CO)cc2)c1	0	·	-2	12	1.2	-1	-1	-1
C/C(=N\NC(=O)CC(C)C)c1c(C(F)(F)F)[nH]n(-c2nc3ccccc3s2)c1=O	0	0	-3	0	-0.1	-12	2	-12
C[C@@H]1CN([C@H](C)CO)C(=O)c2cc(NC(=O)CCC(F)(F)F)ccc2O[C@@H](C)CCCCO[C@H]1CN(C)C(=O)Nc1ccc(C(F)(F)F)cc1	1	4	-7	4	0.1	-37	-1	1
O=c1cc(-c2ccccc2)[nH]n2cnnc12	0	1	-8	0	·	-14	0	-3
COc1ccc(NC(=O)CN2CCN(c3ccc(F)cc3)CC2)cc1Cl	2	·	-2	-3	·	·	·	-4
N=c1oc2ccccc2cc1-c1nc2ccccc2c(=O)[nH]1	-2	-1	1	-2	0.1	-19	-6	32
C[C@@H]1CN([C@H](C)CO)C(=O)c2c(c3ccccc3n2C)-c2ccccc2CO[C@H]1CN(C)Cc1ccc(C(F)(F)F)cc1	0	1	2	·	4.0	-4	4	3
COc1ccc(NC(=O)C2=CC(c3ccc(C)cc3)=NS(=O)(=O)N2C)cc1OC	-5	-1	1	27	-0.1	-1	-9	7
O=C(CSc1nnc(COc2ccccc2F)n1-c1ccccc1)NCc1ccco1	8	·	5	8	·	·	·	0
Cc1ccccc1NC(=S)NCC(c1cccnc1)N1CCOCC1 (centres undefined)	-5	1	-3	-16	-0.1	-4	5	·
Cc1noc(C)c1NC(=O)Nc1ccc2c(c1)CC(=O)N([C@@H](C)CO)C[C@H](C)[C@@H](CN(C)Cc1ccc(Oc3ccccc3)cc1)O2	-2	·	-1	10	-14	·	·	-2
CCOC(=O)CSc1nnc(COc2ccc3ccccc3c2)o1	-5	-3	1	-6	-0.2	1	4	-2
CC(=O)Nc1ccc(NC(=O)CCCN2C(=O)c3ccccc3C2=O)cc1	-1	-2	-1	-1	0.4	-15	-1	-4
COc1cc(C(=O)Oc2ccccc2/C=N/NC(=O)c2ccc(C)cc2)cc(OC)c1OC	0	·	5	19	·	·	·	-16

Looked up above:
Cc1cccc(-c2ccc([C@H]3[C@H]4CN(S(=O)(=O)c5ccccc5F)CCCCN4[C@H]3CO)cc2)c1 – RAD54 branch: -2
CCCn1nc(C(=O)Nc2ccc(N3CCOCC3)cc2)c2ccccc2c1=O – ARNT TACC3 PPI: -4

(further entries)
SMILES	PglD inh	CASP6 VEID inh	RAD54 branch	ARNT TACC3 PPI	E-sel inducer	RAD52 anneal inh	ERp5 block	esBAF inh
CC(=O)c1nnn(-c2cccc([N+](=O)[O-])c2)c1C	1	2	0	-14	-0.1	-17	0	-4
COc1ccc(-c2cn3cccc(C)c3n2)cc1F	·	0	·	0	0.5	-2	2	·
C[C@H](CO)N1C[C@H](C)[C@H](CN(C)C(=O)NC2CCCCC2)Oc2ncc(-c3ccccc3F)cc2C1=O	-4	1	3	-9	-0.1	-4	-4	-9
COC(=O)[C@@H](NC(=O)NCc1cccc(OC)c1)C(C)C	1	·	-10	0	·	·	·	8
O=[N+]([O-])c1cccc(/C=N/Nc2ncc(Br)cn2)c1	2	-1	-1	-8	0.8	-13	-2	39
C=CCNC(=O)/C(C#N)=C/c1ccccc1Cl	·	-1	·	-15	-0.3	5	0	·
COc1ccc(NS(=O)(=O)c2ccc(-c3coc(C)n3)cc2)cc1	-2	-2	-3	·	·	-5	2	6
CNC(=S)N/N=C1\CC(c2ccccc2)Oc2ccccc21 (centres undefined)	1	0	4	4	-1.5	-4	7	-1
CC(C)CC#Cc1cnc2c(c1)C(=O)N([C@@H](C)CO)C[C@H](C)[C@H](CN(C)C(=O)c1cccnc1)O2	4	-1	1	-3	0.0	11	2	5
C[C@@H]1CN([C@@H](C)CO)C(=O)c2cc(/C=C/c3ccccc3)cnc2O[C@@H]1CN(C)Cc1ccc2c(c1)OCO2	0	1	-9	-7	-0.5	4	4	-2
CN(Cc1ccccc1)C(=O)C(=O)c1c[nH]c2ccccc12	-2	-3	10	·	0.4	-3	6	·
CN1C(=O)[C@H]2[C@@H](C3CC3)N3C(=O)CN(Cc4ccccc4)C(=O)[C@@]3(C)[C@H]2C1=O	1	-13	-4	-3	-0.1	-2	3	0
CCOc1ccccc1NC(=O)CN1CCc2ccccc2C1	1	1	-5	-3	·	-21	-7	3
CC(=O)OCCCn1c(C)[n+](C)c2cc(Cl)c(Cl)cc21	·	-4	·	22	0.9	-11	9	-2
O=C(NC(=S)Nc1cc(Cl)ccc1N1CCOCC1)c1ccccc1[N+](=O)[O-]	5	1	-1	-4	0.6	5	1	·
CC1CCN(S(=O)(=O)c2cn(C)c(=O)n(C)c2=O)CC1	-4	-1	1	3	·	-12	12	-7
Cn1c(SCC(=O)Nc2ccc3c(c2)OCO3)nnc1-c1cnccn1	-1	·	-6	6	·	·	·	1
Cc1ccccc1CN(C)C[C@@H]1OCc2cnnn2CCCC(=O)N([C@@H](C)CO)C[C@@H]1C	1	0	-9	0	0.0	-4	9	0
Cc1cc(C(=O)CN2C(=O)NC(C)(c3ccc(F)c(F)c3)C2=O)c(C)n1C1CC1 (centres undefined)	0	2	-12	·	-0.2	-129	-1	-18
COc1ccc(C(=O)C2CCN(C(=S)NCCc3ccc(OC)c(OC)c3)CC2)cc1	·	2	·	2	0.1	-18	0	·
CCC(C)OC(=O)C1=C(C)O[C@]23OC(N)=C(C#N)[C@]12C(=O)c1ccccc13 (some centres undefined)	-4	·	-2	1	·	·	·	0
CC(=O)N1CCN(Cc2nc3cc(NS(C)(=O)=O)ccc3n2C)CC1	0	·	1	0	·	·	·	-10
CCOC(=O)CCNCc1ccc(F)cc1	1	-3	-9	0	1.5	-2	7	-2
